Screens as filed in PubChem.
Ecoli viability = reduces bacterial viability in AddAB counter-screen | inhibition, % at 11.9 µM | E. coli V3065 growth, OD600 absorbance, 18 h | hit rate 0.27% among 330,000 | AID 449728;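 active = inhibition above the campaign's mean inhibition across all tested compounds plus 3 SD, cut at about 9.9% in these data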;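 also: uninfected addAB+ strain grown without phage in ampicillin broth; 0% = DMSO wells and 100% = ciprofloxacin 0.95 µg/ml wells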
Mot1-301 SUMO = inhibitors of SUMOylation pathway: yeast Mot1-301 growth rescue | AID 2716 | S. cerevisiae Mot1-301 growth rescue, ATP luminescence, 38.5C; percent above DMSO median, 100 means doubled | hit rate 1% among 320,000 | growth rescue, % at 18.8 µM;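 active = every valid replicate shows activation above 250% relative to neutral control wells; inactive = the rest, any valid replicate at or below 250%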;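 also: OY570 slx delta 5 strain wells were the positive control but not used for scaling; some compounds called inactive have numbers as strong as hits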
AddAB inh = less growth of phage-infected E. coli with AddAB. E. coli expressing H. pylori AddAB, absorbance growth. inhibition, % at 11.9 µM. hit rate 0.29% among 330,000; in the data active = inhibition above about 12%;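 also: 0% = vehicle wells of infected cells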
phage Ecoli inh = E. coli growth loss with phage present | growth absorbance | inhibition, % at 11.9 µM | hit rate 0.26% among 360,000 | AID 651602; in the data active = inhibition above about 11%
HTR5A ag = counter-screen for OPRM1-OPRD1 agonists: human HTR5A agonism; P47898; HTR5A agonist assay, luminescence, cell-based; activation, % at 9.3 µM; hit rate 0.61% among 340,000; in the data active = activation mostly above about 9.5%, no sharp cut-off; inactive = mostly below about 7.6%;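 also: 0% = cells with vehicle only and 100% = reference agonist; strong numbers were not always called active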
Target sequence (P47898 whole entry, looked up): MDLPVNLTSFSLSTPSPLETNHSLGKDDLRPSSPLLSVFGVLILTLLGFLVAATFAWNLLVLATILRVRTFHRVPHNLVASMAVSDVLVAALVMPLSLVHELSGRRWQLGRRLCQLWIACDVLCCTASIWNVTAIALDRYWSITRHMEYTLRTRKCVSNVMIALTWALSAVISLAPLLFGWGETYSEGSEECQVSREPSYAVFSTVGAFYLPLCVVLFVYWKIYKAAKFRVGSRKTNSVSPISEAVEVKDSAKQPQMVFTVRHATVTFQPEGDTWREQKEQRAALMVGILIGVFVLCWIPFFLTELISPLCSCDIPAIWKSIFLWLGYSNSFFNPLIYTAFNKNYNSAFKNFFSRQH
Tat transport = inhibitors of E. coli Tat protein transport; E. coli MC4100 TorA-mCherry Tat export, fluorescence; inhibition, % at 10 µM; hit rate 0.036% among 340,000;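 active = mean replicate inhibition at least 50% and at least half of replicates individually reaching 50%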;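 also: exported cargo escapes ClpAP degradation while cytoplasmic cargo is degraded and loses fluorescence; 0% = median of neutral control wells and 100% = median of NaSCN control wells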
PKA-R2B activ = PKA-R2B complex activation | PKA-R2B holoenzyme dissociation, Cy5-IP20 fluorescence polarization; R2B truncated from residue 108, S112A mutant; 0% DMSO only, 100% 113 µM cGMP | activation, % at 11.4 µM | hit rate 0.079% among 340,000 | AID 504700;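 active = activation above a cutoff set at the mean over all compounds plus 3 SD, cut at about 18% in these data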;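 also: higher means more holoenzyme dissociation and a rise in polarization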
PKA-R1A activ = activates the PKA-R1A holoenzyme complex; AID 504707; P00514+P68181; activation, % at 11.4 µM; PKA-R1A dissociation, Cy5-IP20 fluorescence polarization; scaled: DMSO 0%, 113 µM cGMP 100%; hit rate 0.083% among 340,000;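 active = percent activation above the mean of all tested compounds plus 3 SD, cut at about 19% in these data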;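 also: higher means more PKAc released from R1A so a rise in polarization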
CDK5 p35 inh = CDK5/p35 (human) kinase inhibition; inhibition, % at 10 µM; Recombinant CDK5/p35, ADP-Glo luminescence, 60 min; hit rate 0.01% among 330,000;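 active = highest replicate inhibition of at least 50% and at least 75% of replicates reaching 50%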;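 also: plate controls were DMSO neutral control for no effect and GW8510 at 10 µM for full effect; many of its hits are not listed in these tables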
DAGLB inhibitor = blocks human DAGLB lipase activity. AID 504411. Q8NCG7. hit rate 0.059% among 340,000. HEK293T DAGLB membrane lysate, EnzChek fluorogenic substrate. inhibition, % at 5.17 µM; in the data active = inhibition above about 34%;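 also: 0% = enzyme with vehicle and 100% = wells lacking enzyme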
Target sequence (Q8NCG7 whole entry, looked up): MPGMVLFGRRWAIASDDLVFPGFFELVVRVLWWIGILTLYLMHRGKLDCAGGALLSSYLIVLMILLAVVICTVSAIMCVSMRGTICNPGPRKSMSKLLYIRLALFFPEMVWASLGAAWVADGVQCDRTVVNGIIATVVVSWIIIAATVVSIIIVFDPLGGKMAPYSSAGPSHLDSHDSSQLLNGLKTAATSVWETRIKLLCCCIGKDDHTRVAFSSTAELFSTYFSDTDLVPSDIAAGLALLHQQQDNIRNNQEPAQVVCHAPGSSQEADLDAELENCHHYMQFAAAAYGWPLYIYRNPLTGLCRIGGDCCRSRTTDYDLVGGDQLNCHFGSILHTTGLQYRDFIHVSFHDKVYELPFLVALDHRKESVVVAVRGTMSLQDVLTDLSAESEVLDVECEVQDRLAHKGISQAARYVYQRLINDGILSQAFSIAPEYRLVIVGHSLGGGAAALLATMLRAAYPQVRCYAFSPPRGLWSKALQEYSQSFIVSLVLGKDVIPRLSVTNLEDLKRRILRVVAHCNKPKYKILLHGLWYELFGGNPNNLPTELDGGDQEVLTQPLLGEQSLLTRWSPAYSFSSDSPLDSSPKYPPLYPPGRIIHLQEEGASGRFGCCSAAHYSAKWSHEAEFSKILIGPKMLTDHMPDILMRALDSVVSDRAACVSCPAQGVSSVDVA
HTR5A inv ag = inverse agonist of human HTR5A in OPRM1-OPRD1 counter-screen; HTR5A cell line, luminescence, inverse agonism; inhibition, % at 9.3 µM; hit rate 0.083% among 340,000; AID 504634; in the data active = inhibition mostly above about 23%, no sharp cut-off; inactive = mostly below about 18%;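 also: 0% = cells with DMSO and 100% = no-cell wells with DMSO; some compounds called inactive have numbers as strong as hits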
* hit, by the source's call; · = not tested or not shown.

SMILES | Ecoli viability | Mot1-301 SUMO | AddAB inh | phage Ecoli inh | HTR5A ag | Tat transport | PKA-R2B activ | PKA-R1A activ | CDK5 p35 inh | DAGLB inhibitor | HTR5A inv ag
O=C(NCc1n[nH]c(=S)n1-c1ccc(F)cc1)c1ccc(S(=O)(=O)N2CCCCC2)cc1 | 2.6 | -4 | 3.5 | 1.7 | -2 | -4 | -4 | -1 | 1.6 | -1 | 5
CN(C)CCC(Oc1ccccc1OCc1ccccc1)c1ccccc1 (stereo unspecified) | -0.3 | 2 | 0.0 | 1.6 | 6 | 5 | 1 | -9 | -4.3 | -2 | 16
O=C(Nc1ccc2oc(-c3cccnc3)nc2c1)c1ccc([N+](=O)[O-])o1 | · | · | · | 4.9 | -1 | 1 | -3 | -7 | 2.0 | -2 | 29
CN1CCN(C(c2ccc(Cl)cc2)c2cc(Cl)c3cccnc3c2O)CC1 (stereo unspecified) | 19* | 33 | 13* | 16* | 4 | -8 | -5 | -5 | 13 | -5 | -9
COc1cc(C(=O)Nc2ccccn2)cc(OC)c1OC | -1.1 | -8 | 2.0 | -1.7 | 2 | -3 | 5 | -7 | -0.1 | -4 | 5
COc1ccc(-c2sc3cc(OC)c(OC)cc3c2-c2ccc(O)cc2)cc1 | -3.2 | -4 | 3.5 | -1.8 | 3 | 4 | -9 | 6 | -0.7 | -3 | -12
COc1ccc(CNC(=O)CSc2nnc3c(Cl)cc(C(F)(F)F)cn23)cc1OC | -1.5 | -9 | 3.9 | 4.5 | 0 | -1 | -10 | -2 | -0.6 | -1 | -12
COc1ccc(N2CCN(c3oc(COc4ccccc4Cl)nc3C#N)CC2)cc1 | 0.5 | -13 | 0.8 | 1.1 | -8 | 13 | 15 | 15 | -6.2 | -5 | 18
CC12CCC(=O)N1C(C(=O)Nc1nnc(SCc3ccccc3F)s1)CS2 (stereo unspecified) | -1.6 | -6 | 2.8 | 1.5 | 4 | 8 | 5 | -3 | -1.7 | -1 | -14
C=CCn1c(=O)c2ccccc2n2c(SCC(=O)NC(C)C)nnc12 | · | · | · | 0.0 | -2 | -3 | -7 | -8 | 0.1 | -2 | 7

Reformatted tab-delimited: 3 of the compounds above.
SMILES	Ecoli viability	Mot1-301 SUMO	AddAB inh	phage Ecoli inh	HTR5A ag	Tat transport	PKA-R2B activ	PKA-R1A activ	CDK5 p35 inh	DAGLB inhibitor	HTR5A inv ag
COc1ccc(CNC(=O)CSc2nnc3c(Cl)cc(C(F)(F)F)cn23)cc1OC	-1.5	-9	3.9	4.5	0	-1	-10	-2	-0.6	-1	-12
COc1cc(C(=O)Nc2ccccn2)cc(OC)c1OC	-1.1	-8	2.0	-1.7	2	-3	5	-7	-0.1	-4	5
CC12CCC(=O)N1C(C(=O)Nc1nnc(SCc3ccccc3F)s1)CS2 (stereo unspecified)	-1.6	-6	2.8	1.5	4	8	5	-3	-1.7	-1	-14

New compounds follow.
SMILES | Ecoli viability | Mot1-301 SUMO | AddAB inh | phage Ecoli inh | HTR5A ag | Tat transport | PKA-R2B activ | PKA-R1A activ | CDK5 p35 inh | DAGLB inhibitor | HTR5A inv ag
Cc1ccc(NC(=O)CS(=O)(=O)c2cn(C)c3ccccc23)c(C)c1 | 1.2 | 10 | 0.2 | 2.4 | 5 | -10 | -3 | 5 | 3.1 | 3 | -12
CCOC(=O)Cc1csc(NC(=O)CCc2ccc(S(=O)(=O)N3CCOCC3)cc2)n1 | -0.5 | 0 | 1.8 | 2.8 | -3 | -3 | -7 | -2 | -0.2 | 1 | 7
COC1OC(COC(=O)CNC(=O)OC(C)(C)C)C(O)C(O)C1O (stereo unspecified) | -2.4 | 2 | 2.3 | 6.3 | -3 | -7 | -8 | -1 | -0.9 | 1 | 8
CN(C)/C=C(\C(=O)c1ccccc1)c1nnnn1-c1ccc(F)cc1 | -2.3 | -12 | -0.2 | 2.9 | 5 | 0 | 6 | 0 | 0.6 | 2 | -11
N#CCC(=O)Nc1ccc(C(=O)NNC(=S)NC2CC2)cc1 | · | · | · | 5.4 | 2 | 4 | -4 | 4 | -0.5 | -1 | 20
Cc1ccc(-n2c(C)nc3c(cnn3-c3ccc(F)cc3)c2=O)cc1 | 1.7 | -9 | 1.4 | 4.2 | 2 | -7 | -9 | 2 | -1.3 | -7 | -8
O=C(COC(=O)Cc1ccc(S(=O)(=O)N2CCOCC2)s1)Nc1ccccc1Cl | -0.4 | -4 | 0.9 | 1.1 | -2 | 14 | 1 | -10 | 1.3 | -1 | 6
CCOC(=O)N1CCC(N(CCOC)C(=O)Nc2ccc(CC)cc2)CC1 | -1.4 | 24 | 1.3 | 2.6 | 2 | 1 | 0 | 3 | -0.4 | -3 | -5
O=C(CNC1CC1)Nc1cc(C(F)(F)F)ccc1Cl | -2.3 | 262 | -3.0 | 0.4 | 4 | -4 | -4 | -12 | 0.2 | -4 | -11
C[C@H](Nc1ncnc2sc3c(c12)CCC3)C(=O)O | 1.4 | -1 | -1.4 | 3.0 | -6 | -5 | 1 | 10 | 0.3 | -2 | -2
CCOC(=O)c1[nH]c(C)c(C(=O)Nc2ccc3c(c2)OCCO3)c1C | -1.0 | 20 | 2.2 | 2.2 | 2 | 3 | -9 | 1 | -1.6 | 2 | -28
CC(C)CNC(=O)c1ccc(Cl)c(Cl)c1 | -2.8 | -5 | -0.8 | 5.1 | 0 | 1 | 6 | 3 | -0.5 | -2 | 17
CC1CCc2nc(/C(C#N)=C/c3cccnc3)sc2C1 (stereo unspecified) | -2.3 | 7 | 2.8 | 5.4 | 2 | 0 | 9 | -2 | 1.0 | -3 | -3
O=C(CN1C(=O)COc2ccc(S(=O)(=O)N3CCCCC3)cc21)NCc1ccccc1Cl | 1.7 | -19 | 8.1 | 0.7 | -1 | 4 | -8 | -5 | 0.1 | -1 | -14
Cc1ccc(CNC(=O)C(=O)NCC2OCCN2S(=O)(=O)c2ccc(Cl)cc2)cc1 (stereo unspecified) | 2.0 | 23 | -1.7 | -0.6 | 4 | 3 | -7 | -7 | -1.2 | 1 | 9
CCC1CCCCN1CCCNC(=O)CN1C(=O)CSc2ccc(S(=O)(=O)N3CCC(C)CC3)cc21 (stereo unspecified) | -2.7 | 14 | -1.2 | -2.2 | 1 | -6 | 0 | -1 | · | 0 | -4
COCCCn1cnc2c(c1=O)c1nc3ccccc3nc1n2-c1ccccc1 | 0.4 | · | 2.2 | -0.1 | 1 | 0 | 0 | 3 | 1.2 | 1 | -1
Cc1ccc(S(=O)(=O)Oc2ccccc2[N+](=O)[O-])cc1 | · | · | · | 3.5 | -3 | 10 | -6 | 6 | -1.3 | 1 | 9
C#CC[N+]1(CC#Cc2cccc(C)c2)CCCCC1 | -1.6 | -5 | -1.0 | 1.2 | -2 | 0 | -1 | -4 | 0.1 | 1 | 4
COC(=O)c1ccccc1NC(=O)c1noc2c1CCCC2 | -0.5 | -7 | -0.8 | 2.2 | -2 | 0 | 11 | -10 | 2.3 | -15 | -5
Cc1ccc(S(=O)(=O)N(CC(=O)N2CCc3ccccc3C2)c2ccc(Cl)c(Cl)c2)cc1 | -1.8 | -1 | -0.3 | 2.0 | -1 | 8 | 8 | 1 | -2.1 | -7 | 2
Cc1ccc(C(=O)O/N=C/C2=C(Cl)c3ccccc3CC2)cc1 | 0.0 | 5 | 0.8 | -0.2 | 2 | -8 | -8 | 1 | -0.6 | -2 | 1
CC(C)(CNC(=S)NCCc1ccccc1)CNC(=S)NCCc1ccccc1 | · | · | · | 7.9 | -4 | 1 | -7 | -5 | 1.5 | -3 | 9
CC1CC(C)CN(C(=O)C(C)N2CCN(S(=O)(=O)c3ccc(C(F)(F)F)cc3)CC2)C1 (stereo unspecified) | · | · | · | 1.7 | 10 | 17 | -2 | 0 | 1.1 | 0 | -27
O=c1oc2ccccc2c(Cl)c1CN1CCCCC1 | 1.5 | 49 | 0.0 | 2.7 | -1 | -2 | -4 | 8 | -1.5 | -1 | 3
CCCCOc1ccc(/C(O)=C2/C(=O)C(=O)N(CCCOC)C2c2ccncc2)cc1C (stereo unspecified) | -0.9 | -3 | 0.4 | 0.8 | 2 | -16 | 1 | -3 | 1.9 | 3 | -2
CCOC(=O)CSc1nc(C)c2cc(OC)ccc2n1 | -3.5 | -3 | -0.3 | 3.3 | -1 | 5 | 3 | 10 | 1.0 | -1 | -17
Cc1ccnc(SCC(=O)Nc2sc3c(c2C#N)CCCC3)n1 | 2.4 | 19 | 1.6 | 2.6 | 3 | 0 | -12 | -5 | -1.0 | -7 | 0
CC[C@]12c3[nH]c4ccc(OC)cc4c3CCN1C(=O)C(CC(=O)NCCN1CCOCC1)C[C@@H]2C(=O)N1CCN(C(=O)C2CC2)CC1 (stereo partly specified) | 1.8 | · | -0.9 | 2.3 | 1 | 2 | 1 | 1 | 1.6 | 0 | -4
Cc1cccc(NC(=O)Cn2cnc3c(oc4ccccc43)c2=O)c1 | 0.6 | -20 | 1.8 | 1.4 | 0 | 3 | -3 | -4 | -3.1 | 0 | -1
Cc1noc(C)c1NC(=O)Nc1cccc2c1O[C@H](CN(C)S(=O)(=O)c1ccc(F)cc1)[C@@H](C)CN([C@H](C)CO)C2=O | -1.0 | -2 | 2.8 | 2.3 | 3 | -8 | 10 | -3 | 0.2 | 1 | -6
NC(=O)[C@@H]1CC2(CC(c3cccc(NC(=O)COc4ccc(Cl)cc4)c3)=NO2)CN1C(=O)COc1ccc(Cl)cc1 (stereo partly specified) | -2.2 | -6 | 1.8 | 2.4 | -1 | 11 | -4 | -4 | 1.8 | 3 | 3
CCCCn1c(SCC(N)=O)nnc1-c1ccco1 | -0.2 | -1 | 1.1 | 2.8 | -1 | 1 | -10 | 1 | -1.2 | -2 | -34
NS(=O)(=O)c1ccc(NNC(=O)c2ccc(Br)o2)c([N+](=O)[O-])c1 | 3.1 | -27 | -0.6 | 4.8 | -7 | -6 | -12 | -5 | 2.8 | 4 | 29
COc1cccc(-c2ccc(NC(=O)C3CCCN(Cc4cnn(C(C)C)c4)C3)cc2)c1 (stereo unspecified) | -1.7 | 4 | 1.3 | 2.4 | 5 | -1 | -8 | -8 | -0.6 | 2 | -25
O=C1CC2(CCN(C(=O)C(=O)c3c[nH]c4ccccc34)CC2)Oc2ccccc21 | 0.1 | 66 | 1.7 | 3.5 | 4 | 8 | -7 | -11 | -8.3 | 1 | 4
O=C(N/N=C/C=C\c1ccco1)c1ccccn1 | 0.7 | -10 | 0.6 | 0.9 | -2 | 3 | -7 | 4 | -0.6 | 2 | 20
CCn1c(CN2c3ccccc3Sc3ccccc32)n[nH]c1=S | 0.3 | 22 | 2.6 | -1.6 | -2 | 13 | -7 | -17 | -2.3 | 13 | -3
O=C(N/N=C/c1ccccc1[N+](=O)[O-])C(=O)N1CCCC1 | 2.1 | 355* | 2.8 | 2.8 | -6 | 0 | -8 | -10 | -3.2 | -1 | 2
Cn1nc(C(=O)NCc2cccc(F)c2)cc1C(=O)NCc1cccc(F)c1 | 0.2 | 12 | 2.5 | -0.6 | 7 | 10 | 0 | -6 | -1.8 | 0 | -17
COc1ccc(CC(=O)N/N=C(\C)CC(=O)NCc2ccco2)cc1OC | -0.2 | -14 | 0.7 | 2.6 | -2 | -11 | -3 | -8 | 1.0 | -2 | -5
CC1=NN(C(=O)c2ccc(Br)cc2)C(O)(C(F)(F)OC(F)(F)F)C1 (stereo unspecified) | 0.6 | 165 | 0.7 | 5.1 | 1 | -4 | 3 | -14 | 0.5 | -7 | -5
